CRFR2-BP antag: antagonists of CRF-binding protein/CRF-R2 receptor complex; HEK293 CRF-R2/CRF-BP, CRF-induced calcium fluorescence; inhibition, % at 11.8 µM; actives 0.59% (n = 350,000);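 active means inhibition of the ligand-induced calcium signal above about 50% at the single tested concentration, limit read from the data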
IDE inh: cellular human IDE inhibition; P14735; HEK cells, FAbetaB cleavage, fluorescence polarization; inhibition, % at 5.59 µM; actives 0.41% (n = 320,000);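 active means percent inhibition above the average of all tested compounds plus 3 SD, set per screening campaign, cut at about 16% in these data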;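 further: IDE supplied by intact live HEK cells; FP after avidin binding of uncleaved biotin substrate so inhibition keeps polarization high; 0% = DMSO wells and 100% = 60 µM reference IDE inhibitor Ii1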
CRFBP-R2 agonist: CRF-BP/CRF-R2 complex agonism. HEK293 CRF-R2/CRF-BP, calcium dye fluorescence (FLIPR); percent of saturating CRF peptide response. activation, % at 13.2 µM. actives 0.46% (n = 350,000). AID 588473;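 active means activation of at least 50%, plus an integration ratio under a set limit after plate pattern correction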;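 further: plate controls were neutral control wells without compound for no effect and CRF at EC100 for full effect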
PHOSPHO1 block: inhibitors of human PHOSPHO1 phosphatase; actives 1.1% (n = 290,000); inhibition, % at 13.3 µM; recombinant PHOSPHO1, absorbance phosphatase assay; Q8TCT1; in the data active means inhibition above about 60%
CHRM4 PAM: CHRM4 positive allosteric modulation; P08173; actives 0.4% (n = 360,000); CHO-K1 hM4/Gqi5, Fluo-8 calcium fluorescence, ACh EC20; 0% = ACh EC20, 100% = maximal ACh; activation, % at 3 µM;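 active means activation above its plate's cutoff, the mean activation of sample wells plus 3 SD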; further: some results filed as inactive read as strong as hits
MEKK3 PB1 HTS: modulators (inhibitors or enhancers) of MEK5 binding to human MEKK3 PB1 domain | Q99759 | bead-based flow cytometry, Alexa488-MEK5 binding to MEKK3; actives lie on both sides; 0 = blocked by unlabeled MEK5, 100 = vehicle | binding response (% of control), % at 10 µM | actives 1.4% (n = 290,000) | AID 1529;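 active means binding response more than 3 SD above or below the average of its plate-row segment, actives on both sides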;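 further: Alexa488 bead fluorescence after subtracting the streptavidin-only scavenger bead signal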
Target sequence (Q99759 whole entry, looked up, the tested form may be a part): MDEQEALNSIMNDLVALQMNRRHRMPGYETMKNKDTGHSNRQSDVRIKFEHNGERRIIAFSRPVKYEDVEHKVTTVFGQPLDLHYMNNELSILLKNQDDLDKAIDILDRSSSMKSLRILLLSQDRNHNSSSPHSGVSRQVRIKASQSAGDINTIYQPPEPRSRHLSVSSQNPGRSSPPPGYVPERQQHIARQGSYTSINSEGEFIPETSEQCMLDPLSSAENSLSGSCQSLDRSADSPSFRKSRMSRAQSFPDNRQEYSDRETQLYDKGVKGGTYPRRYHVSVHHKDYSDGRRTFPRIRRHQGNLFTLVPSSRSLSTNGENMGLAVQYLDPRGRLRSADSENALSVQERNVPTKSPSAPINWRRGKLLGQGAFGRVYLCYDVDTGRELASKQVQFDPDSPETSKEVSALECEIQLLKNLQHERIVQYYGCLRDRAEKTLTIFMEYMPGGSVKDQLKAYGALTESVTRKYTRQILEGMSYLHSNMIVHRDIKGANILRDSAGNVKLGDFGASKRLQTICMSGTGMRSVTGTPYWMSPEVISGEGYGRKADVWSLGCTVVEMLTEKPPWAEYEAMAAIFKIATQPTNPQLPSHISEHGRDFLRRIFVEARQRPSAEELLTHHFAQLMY
p-CIP stab down: compounds decreasing mouse p/CIP protein stability; Q05BA5; F442A p/CIP-EGFP cells, EGFP fluorescence, 16 h; decrease of EGFP signal, % at 10 µM; actives 0.01% (n = 290,000); AID 1984;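 active means EGFP signal decrease of at least 30% at 10 µM or well 3 SD below plate mean, unless failing retest; inactive means the rest, including hits failing retest or dose response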; further: some compounds called inactive have numbers as strong as hits; many of its hits are not listed in these tables
GalR3 antag: blocks the human galanin receptor 3. HEK293 GalR3-CNG cAMP membrane potential fluorescence; galR3 body fused to GalR1 C-terminus. inhibition, % at 3 µM. O60755. actives 0.44% (n = 360,000);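 active means inhibition above the screen-wide average plus 3 SD, cut at about 13% in these data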;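 further: forskolin and galanin both at EC90 stimulate the cells; cAMP rise reported by CNG channel membrane potential dye signal; 0% = forskolin plus galanin with DMSO and 100% = forskolin alone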
Target sequence (O60755 1-299 limits assumed): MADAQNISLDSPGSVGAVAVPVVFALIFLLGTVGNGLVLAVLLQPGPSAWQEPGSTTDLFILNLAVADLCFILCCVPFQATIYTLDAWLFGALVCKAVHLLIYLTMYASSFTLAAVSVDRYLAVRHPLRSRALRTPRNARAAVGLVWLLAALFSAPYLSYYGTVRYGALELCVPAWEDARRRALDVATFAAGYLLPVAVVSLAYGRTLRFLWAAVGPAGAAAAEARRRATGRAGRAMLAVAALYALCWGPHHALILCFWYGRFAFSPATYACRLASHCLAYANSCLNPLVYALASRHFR
IDE act: activators of human insulin-degrading enzyme in cells; AID 493087; actives 0.073% (n = 340,000); HEK cells, FAbeta-B cleavage, fluorescence polarization; 0% vehicle, 100% cell-free pure enzyme wells; P14735; activation, % at 5.96 µM;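 active means activation above the mean of all tested compounds plus 3 SD, set per screening campaign, cut at about 17% in these data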
An asterisk follows results filed as active; / = no result given; & = joins results of further samples.

Preview, 12 compounds:
SMILES	CRFR2-BP antag	IDE inh	CRFBP-R2 agonist	PHOSPHO1 block	CHRM4 PAM	MEKK3 PB1 HTS	p-CIP stab down	GalR3 antag	IDE act
COc1ccc(CCNC(=O)C(C)n2nc(C)c3c(C)n(-c4ccc(C)cc4)nc3c2=O)c(OC)c1 (configuration not stated)	-6	1	0.1	47	-14	102	-28	-10	4
Clc1ccc(Cc2nc(-c3cccnc3)no2)cc1	0	-4	0.7	40	3	102	-2	-7	-3
O=c1c2c(nc3cc(-c4ccc(F)cc4)[nH]n13)CCCC2	-4	6	-1.9	16	0	98	-2	-3	2
O=C(CSc1nnnn1-c1ccccc1)CSc1nnnn1-c1ccccc1	13	-3	0.6	-15	16	98	-4	0	6
CC1=NN(C(N)=S)C(=O)C1N=Nc1cccc(Cl)c1 (configuration not stated)	2	-3	0.6	31	-5	103	0	-6	3
Cc1ccc(NC(=O)c2cccc3c2C(=O)N(C2CCCCC2)C3)c(Cl)c1	-9	0	1.4	8	5	96	-6	/	0
Cc1ccc(OCC(=O)NNC(=O)c2ccoc2C)c(Br)c1	3	-5	-3.7	4	-6	89	-15	-6	1
Cc1ccc2nc(NC(=O)CCCC(=O)O)sc2c1	3	0	1.5	30	-1	98	-5	-6	5
CCOC(=O)COc1cccc2c(=O)n(CC(=O)NCc3ccc4c(c3)OCO4)ccc12	18	-4	0.3	9	0	107	3	/	1
Cc1nc(COC(=O)c2cc(O)c3ccccc3c2O)cs1	-9	/	0.2	-106	13	99	-29	-4	1
CCOc1cc(/C=N/Nc2nc(C)cc(=O)[nH]2)ccc1O	7	-2	0.9	-29	-4	103	0	-4	3
O=C(c1ccc(=O)[nH]c1)N(Cc1ccco1)C1(C(=O)NC2CCCCC2)CCCCC1	5	-2	0.1	7	-3	/	-10	-7	-4

Main list (from the top)
SMILES	CRFR2-BP antag	IDE inh	CRFBP-R2 agonist	PHOSPHO1 block	CHRM4 PAM	MEKK3 PB1 HTS	p-CIP stab down	GalR3 antag	IDE act
COc1ccc(CCNC(=O)C(C)n2nc(C)c3c(C)n(-c4ccc(C)cc4)nc3c2=O)c(OC)c1 (configuration not stated)	-6	1	0.1	47	-14	102	-28	-10	4
Clc1ccc(Cc2nc(-c3cccnc3)no2)cc1	0	-4	0.7	40	3	102	-2	-7	-3
O=c1c2c(nc3cc(-c4ccc(F)cc4)[nH]n13)CCCC2	-4	6	-1.9	16	0	98	-2	-3	2
O=C(CSc1nnnn1-c1ccccc1)CSc1nnnn1-c1ccccc1	13	-3	0.6	-15	16	98	-4	0	6
CC1=NN(C(N)=S)C(=O)C1N=Nc1cccc(Cl)c1 (configuration not stated)	2	-3	0.6	31	-5	103	0	-6	3
Cc1ccc(NC(=O)c2cccc3c2C(=O)N(C2CCCCC2)C3)c(Cl)c1	-9	0	1.4	8	5	96	-6	/	0
Cc1ccc(OCC(=O)NNC(=O)c2ccoc2C)c(Br)c1	3	-5	-3.7	4	-6	89	-15	-6	1
Cc1ccc2nc(NC(=O)CCCC(=O)O)sc2c1	3	0	1.5	30	-1	98	-5	-6	5
CCOC(=O)COc1cccc2c(=O)n(CC(=O)NCc3ccc4c(c3)OCO4)ccc12	18	-4	0.3	9	0	107	3	/	1
Cc1nc(COC(=O)c2cc(O)c3ccccc3c2O)cs1	-9	/	0.2	-106	13	99	-29	-4	1
CCOc1cc(/C=N/Nc2nc(C)cc(=O)[nH]2)ccc1O	7	-2	0.9	-29	-4	103	0	-4	3
O=C(c1ccc(=O)[nH]c1)N(Cc1ccco1)C1(C(=O)NC2CCCCC2)CCCCC1	5	-2	0.1	7	-3	/	-10	-7	-4
CN1CCN(C(=O)CN(CCc2ccccc2)S(C)(=O)=O)CC1	-1	-2	1.0	5	15	94	4	-2	6
CCOC(=O)N1CCC(n2c(SCC(=O)NCCC3=CCCCC3)nc3ccccc3c2=O)CC1	24	-6	1.2	16	-6	102	1	-6	2
CSCCC(NC(C)=O)C(=O)Oc1ccc2c3c(c(=O)oc2c1)CCCC3 (configuration not stated)	-7	/	-1.0	15	-4	95	7	-5	3
CCC(C)C(NC(=O)c1ccccc1)C(=O)Nc1ccc(S(=O)(=O)Nc2cc(C)nc(C)n2)cc1 (configuration not stated)	6	2	1.9	/	11	/	/	-6	4
Cc1cc2occ(CC(=O)N(C)CC(=O)Nc3c(C)cccc3C)c2cc1C	10	4	-2.6	/	-1	/	/	-7	7
COc1ccc(-c2nc(N)nc(C)c2Oc2ccccc2Br)c(O)c1	-8	2	-0.4	10	1	109	5	-3	1
COCCNC(=O)CN(c1cccc(OC)c1)S(=O)(=O)c1ccc(C)cc1	13	-4	-0.6	-10	8	92	7	-4	3
Cc1cccc(C)c1NC(=O)CNC(=O)c1ccc2c(c1)NC(=O)CS2	6	1	-2.7	/	-1	/	/	-4	4
O=C(c1ccco1)N1CCN(C(=O)c2ccc(-c3ccc([N+](=O)[O-])cc3)o2)CC1	18	6	1.0	/	-1	/	/	0	-4
CCOCCCNC(=O)c1cn(C)c(=O)c2cc(OC)c(OC)cc12	10	9	0.8	-4	3	100	-2	-1	-5
CCOc1ccc(Cl)cc1S(=O)(=O)N1CCC(C(=O)NCc2ccncc2)CC1	2	5	-0.6	18	-7	97	-2	0	-1
NCC(=O)NCC(=O)NC[C@H]1O[C@@H](n2ccc(=O)[nH]c2=O)[C@H](O)[C@@H]1O	-5	/	-2.1	/	-5	/	/	-1	4
NC(=S)NNC(=O)Nc1ccc(Cl)c(Cl)c1	9	5	-0.2	-6	0	110	-5	-5	-6
Cc1ccc(N2CCN(C3=NC(=O)/C(=C\c4cccs4)S3)CC2)cc1	-33	-3	-6.3	40	4	98	-17	-2	-4
COCCCN(C(=O)CSc1nc2ccccc2c(=O)n1C)c1c(N)n(Cc2ccccc2)c(=O)[nH]c1=O	1	/	-1.2	/	5	/	/	2	-9
CCN(Cc1ccc(OC)c(F)c1)C(=O)/C=C/c1ccc(S(=O)(=O)N2CCOCC2)cc1	11	-3	0.6	/	-1	/	/	-4	4
Cc1nc(Nc2ncc3c(n2)CC(C)(C)CC3=O)nc2ccccc12	4	/	-1.6	/	-1	/	/	-1	3
CCOc1cc(N2C(=O)CC3CS(=O)(=O)CC32)c(OCC)cc1NC(=O)c1ccccc1 (configuration not stated)	-12	3	-0.6	5	3	102	-10	1	-5
COc1ccc(CN=Cc2c(O)[nH]c3ccccc23)cc1	3	9	-0.5	24	4	117	6	-4	2
O=C(Cc1cccs1)N/N=C/C(Br)=C/c1ccccc1	5	1	1.6	26	-1	104	6	-6	-2
CCOC(=O)C1=C(N)Oc2cc(O)ccc2C1c1ccc([N+](=O)[O-])cc1 (configuration not stated)	0	0	-0.4	22	2	103	-27	-1	-2
O=C(CSc1nnnn1C1CCCCC1)Nc1cccc(NC(=O)c2ccco2)c1	-23	1	-1.1	0	-8	103	-4	-1	-4
Cc1nnc(SCc2cccc3ccccc23)s1	3	-2	-0.3	20	-2	92	-9	-5	8
COc1ccc(CC(=O)Nc2sc(Cc3ccccc3)c(C)c2C(N)=O)cc1	-9	-2	0.6	47	4	94	3	0	-5
CCOCCCNC(=O)C(NC(=O)Cc1c[nH]c2ccccc12)c1ccccc1 (configuration not stated)	-15	-2	-0.5	32	2	104	1	0	-3
Cc1ccc(SC[C@H](c2ccccc2)N2CCN(CC(C)C)CCC2=O)cc1	-1	/	3.2	34	-10	100	-13	-4	2
COc1ccc(CNC(=O)/C(C)=C\C(=O)O)cc1	10	3	-0.4	-2	-2	95	-3	-3	-2
CCOC(=O)CNC(=O)/C(=C\c1ccc(F)cc1)NC(=O)c1ccccc1	-1	-3	-1.5	17	1	97	-19	4	5
Cc1ccc(CSc2nnc(NC(=O)C3COc4ccccc4O3)s2)cc1 (configuration not stated)	-58	-6	4.5	7	17	/	5	-1	0
C[C@@H]1CN([C@@H](C)CO)C(=O)c2cc(Br)cnc2O[C@H]1CN(C)C(=O)Cc1ccccn1	6	/	2.4	/	9	/	/	0	/
c1ccc2oc(-c3[nH]ncc3CN3CCC(N4CCSCC4)CC3)cc2c1	-27	4	0.5	27	-7	107	-9	-8	2
COc1ccc(NC(=O)N(C)C[C@H]2Oc3ccc(NC(=O)c4ccncc4)cc3C(=O)N([C@H](C)CO)C[C@@H]2C)cc1	-6	2	0.6	/	19	/	/	-5	2
CCn1nc(C(=O)N2CCc3ccccc3C2)c2ccccc2c1=O	-2	1	-2.0	11	-5	96	-14	3	0
O=C(Nc1nc(-c2ccc(S(=O)(=O)N3CCCC3)cc2)cs1)c1cccs1	-16	-2	1.4	-2	-3	103	-1	-1	-5
Cc1ccc(C2=NN(CC(=O)NCc3cccnc3)C(=O)CC2)cc1	/	7	/	4	/	140*	11	/	/
O=C(CN1CCOCC1)Nc1nc(-c2ccc(Cl)cc2)cs1	-5	3	-1.4	31	-13	105	-4	-12	3
CCn1nc(C)cc1C(=O)NC1CCCc2c1cnn2-c1cc(F)cc(F)c1 (configuration not stated)	17	/	-1.3	37	-3	102	-6	3	-8
COc1cc(/C=C/C(=O)O)cc(S(=O)(=O)NCCO)c1OC	3	3	-1.8	-6	5	89	0	0	-3
O=C(Cc1c(F)cccc1Cl)OCC(=O)N1CCN(c2ccccc2)CC1	9	4	-0.1	/	-5	/	/	-5	-4
CC(C)(C)c1nn(-c2ccccc2)c2[nH]c(=O)c(C=O)cc12	-13	1	-1.3	/	-1	104	-12	-12	9
Cc1cc2c(cc1C)NC(c1cccnc1)C1=C(CC(C)(C)CC1=O)N2 (configuration not stated)	-1	4	-0.9	-22	9	105	12	0	-5
COC(=O)c1ccc(NC(=O)COC(=O)C2=NN(c3ccccc3)C(=O)CC2)cc1	3	1	0.0	/	4	/	/	-3	2
Fc1ccc(SCCc2ccccn2)cc1	15&1	-1&-4	-2.4&-1.8	26&32	2&-4	92&100	2&-1	3&4	5
O=C(NC(=S)NCc1ccccc1Cl)c1cccs1	0	7	-0.5	/	-5	/	/	-2	0
COc1cc(/C=N/NC(=O)c2cc(O)cc(O)c2)ccc1OC(=O)c1ccccc1	17	/	-1.1	1	6	85	6	4	-1
COc1cc(/C=C(\NC(=O)c2ccccc2)C(=O)NC(C(=O)O)c2ccccc2)cc(OC)c1OC (configuration not stated)	4	1	-0.6	3	8	96	-4	-8	8
CCN(C(=O)COC(=O)c1cc(C)n(-c2ccc(F)cc2)c1C)C1CCS(=O)(=O)C1 (configuration not stated)	-4	/	-0.8	-21	2	101	-1	-4	-1
CSCCC(NC(=O)c1ccco1)C(=O)N1CCN(Cc2ccccc2)CC1 (configuration not stated)	-16	-2	12	/	2	/	/	8	-5
Cc1ccc(S(=O)(=O)NCC(=O)OCC(=O)N(CCC#N)c2ccccc2)cc1	-8	-3	-0.8	/	-1	/	/	1	-3
COc1cc(NC(=O)CCN2CCN(c3ccccc3F)CC2)cc(OC)c1	-7	-3	-3.9	12	-5	105	-10	-4	2
CCCc1nc(SCC(=O)N2CCCc3ccccc32)c2c(=O)n(C)c(=O)n(C)c2n1	1	-3	-0.6	10	2	105	-13	/	-5

Screens: PubChem BioAssay, several laboratories

Rows were taken by chance (roughly 4.2% active in at least one column).
